Screening results (PubChem BioAssay)
MEX-5 binding = C. elegans MEX-5 TCR-2 RNA binding activity; Q9XUB2; activity score (negative = inhibition of binding), % at 10 µM; MEX-5/FITC-TCR2 RNA binding, fluorescence polarization; stronger effect = lower value; 0.38% of 300,000 active;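 active = inhibition past about -25% in most replicates, and total fluorescence under double the plate's negative control median, limit read from the data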;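 also: 0% = DMSO and -100% = 5 µM competing unlabeled TCR2 RNA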
Target sequence (Q9XUB2 whole entry, looked up): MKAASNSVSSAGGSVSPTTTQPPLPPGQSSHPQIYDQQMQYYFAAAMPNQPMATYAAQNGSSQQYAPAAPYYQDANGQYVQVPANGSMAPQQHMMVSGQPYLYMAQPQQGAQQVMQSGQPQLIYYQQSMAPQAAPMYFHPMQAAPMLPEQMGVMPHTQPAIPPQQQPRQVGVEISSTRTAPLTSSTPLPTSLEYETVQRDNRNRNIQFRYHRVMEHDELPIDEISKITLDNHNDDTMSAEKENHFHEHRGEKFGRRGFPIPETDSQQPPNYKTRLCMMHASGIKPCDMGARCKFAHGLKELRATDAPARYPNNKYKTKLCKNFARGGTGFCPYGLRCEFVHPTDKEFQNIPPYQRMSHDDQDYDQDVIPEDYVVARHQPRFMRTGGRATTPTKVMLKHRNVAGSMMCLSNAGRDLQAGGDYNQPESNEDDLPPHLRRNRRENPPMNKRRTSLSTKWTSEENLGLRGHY
GLD-1 TGE inh = GLD-1-TGE RNA interaction inhibition (C. elegans). 0.44% of 320,000 active. purified GLD-1 + fluorescein TGE RNA, fluorescence polarization. inhibition, % at 5.96 µM. AID 2280. Q17339;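 active = percent inhibition above a per-plate cutoff, the plate mean of test compounds plus 3 SD, cut at about 30% in these data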;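 also: 0% = DMSO wells with GLD-1 and probe and 100% = wells lacking GLD-1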
MCL1-BIM inh = inhibitors of human MCL1 binding to BIM-BH3 peptide; Q07820; GST-MCL1 / FITC-Bim-BH3 fluorescence polarization; inhibition, % at 10.9 µM; 0.68% of 320,000 active;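 active = inhibition above the mean inhibition of all tested compounds plus 3 SD, set per campaign, cut at about 40% in these data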;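 also: 0% = DMSO wells and 100% = unlabeled Bim-BH3 peptide control; higher means more loss of mP so more displacement of Bim peptide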
VLA-4 inh = inhibition in a human VLA-4 binding assay | VLA-4 expressing cells, ligand binding flow cytometry | inhibition, % (about 7 µM as worked out from the volumes in the protocol) | 0.2% of 330,000 active | AID 2557; in the data active = inhibition above about 50%
Bcl-xL primary = Bcl-xL (human) inhibition; inhibition, % at 10.9 µM; 0.7% of 320,000 active; GST-Bcl-xL / FITC-Bim BH3 peptide fluorescence polarization; AID 2129; Q07817;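 active = inhibition above the mean of all tested compounds plus 3 SD, cutoff set per campaign, cut at about 30% in these data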;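 also: 0% = DMSO wells and 100% = unlabeled Bim-BH3 peptide competitor; inhibitors lower millipolarization by displacing the labeled peptide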
PME-1 primary = PME-1 (human) inhibition; Q9Y570; recombinant PME-1, FP-Rh probe fluorescence polarization; inhibition, % at 5.9 µM; 0.53% of 320,000 active;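 active = inhibition above the campaign mean of all compounds plus 3 SD, cut at about 26% in these data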;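 also: competitive labeling of PME-1 active site by serine hydrolase directed probe; 0% = PME-1 with DMSO and 100% = wells lacking PME-1 enzyme; inhibitors block probe labeling so polarization falls and inhibition rises; many of its hits are not listed in these tables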
Target sequence (Q9Y570 whole entry, looked up): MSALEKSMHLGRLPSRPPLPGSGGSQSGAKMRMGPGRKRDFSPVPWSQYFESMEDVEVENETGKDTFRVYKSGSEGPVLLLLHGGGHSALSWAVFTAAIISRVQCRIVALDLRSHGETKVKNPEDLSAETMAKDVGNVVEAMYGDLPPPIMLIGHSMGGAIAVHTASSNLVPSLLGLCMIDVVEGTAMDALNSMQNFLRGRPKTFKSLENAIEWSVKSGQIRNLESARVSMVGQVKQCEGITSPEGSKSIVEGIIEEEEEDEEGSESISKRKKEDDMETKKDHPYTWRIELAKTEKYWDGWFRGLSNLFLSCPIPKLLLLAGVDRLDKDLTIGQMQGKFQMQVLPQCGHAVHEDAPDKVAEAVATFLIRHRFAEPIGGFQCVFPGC
Fam108B counter = Fam108B inhibition, counter-screen for RBBP9 inhibitors; recombinant Fam108B, FP-Rh probe fluorescence polarization; inhibition, % at 9.51 µM; 0.33% of 300,000 active;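 active = inhibition above the screen mean inhibition plus 3 SD, computed separately per campaign, cut at about 18% in these data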;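 also: inhibitors lower polarization as less probe binds the enzyme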
GRK2 aptamer HTS = human GRK2 inhibition via aptamer displacement; bead flow cytometry, FAM-aptamer displacement from GRK2; inhibition of aptamer binding, % at 10 µM; 0.59% of 330,000 active; AID 488847;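 active = inhibition of aptamer binding above 40%, roughly 3 SD of noise, on plates passing a quality check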;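 also: median bead fluorescence of bound FAM aptamer so fluorescent compounds give negative values; no value below 0 was filed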
Efflux pump mplx = blocks antifungal efflux pumps in multiplex yeast assay | inhibition, % at 10 µM | 0.44% of 330,000 active | S. cerevisiae Candida pump triplex, Nile Red efflux;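 active = plate passing quality check with inhibition over a set limit, or well fluorescence over plate mean plus 4 SD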;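 also: Nile Red retained in pooled yeast measured as flow cytometry median fluorescence; 0% = buffer negative control and 100% = Enniatin B positive control; higher means more Nile Red kept so more efflux inhibition; some compounds called inactive have numbers as strong as hits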
Starred values were filed as active, the others as inactive; / = no result given. Not all compounds are listed. The share of hits here may be higher or lower than overall.

SMILES	MEX-5 binding	GLD-1 TGE inh	MCL1-BIM inh	VLA-4 inh	Bcl-xL primary	PME-1 primary	Fam108B counter	GRK2 aptamer HTS	Efflux pump mplx
CC(C)(C)c1ccc(C(=O)N2CCC(C(=O)NCc3ccncc3)CC2)cc1	1.3	6	4	-7	3	6	2	0	0.1
CSCc1c(C(=O)NC2CCCc3ccccc32)oc2ccccc12 (stereo not given)	-1.1	9	1	8	6	-2	-4	0	-0.1
Cc1nc2sccn2c(=O)c1S(=O)(=O)NCCc1ccc(Cl)cc1	-1.0	7	0	3	9	-3	0	1	-0.1
Cc1ccc(NC(=O)c2cc([N+](=O)[O-])ccc2N2CCOCC2)cc1C	2.9	0	-3	-10	5	6	-1	1	-0.1
C=CC[C@@H]1C=C[C@H](O/N=C/c2ccc(C(=O)N3[C@H](c4ccc(C)cc4)[C@@H](C)CC[C@H]3C(=O)OC)cc2)[C@@H](CO)O1	0.5	6	-1	25	6	3	-4	1	0.1
CC(C)(C)NC(=O)/C=C/c1ccc(C(F)(F)F)cc1	-0.2	3	7	6	2	6	1	0	0.0
COc1ccc(N=C2SC(C(N)=O)CC(=O)N2CCc2ccc(OC)c(OC)c2)cc1 (stereo not given)	-7.1	8	7	0	5	-3	2	1	0.0
O=C1CSC(c2cccnc2)N1c1ccccc1 (stereo not given)	1.8	8	3	4	4	1	-1	0	0.2
O=C(O)COc1cnc2ccccc2n1	-1.8	1	-2	5	3	-4	1	3	0.1
Cc1nc(NC(=O)c2ccccc2O)sc1C	-1.0	-3	3	10	1	6	-2	0	-0.1
NCC(O)COc1ccc2c(c1)OCO2 (stereo not given)	1.2	3	8	21	4	-3	-4	0	0.0
Cc1ccc(CN(CC(O)COc2cccc3[nH]cc(C)c23)C(C)(C)C)cc1 (stereo not given)	6.4	-9	0	-18	2	4	1	0	0.0
Cc1cccc(OC(C)C(=O)Nc2ccccc2C(=O)N2CCCCC2)c1 (stereo not given)	-1.5	6	-8	-9	-2	3	1	1	3.2
O=C(NCCc1c[nH]c2ccccc12)/C(=C\c1cccnc1)NC(=O)c1cccs1	-0.8	-1	-1	-1	-2	3	-6	2	-0.5
Cc1coc2c(C)c3oc(=O)c(CCC(=O)N4C[C@H]5C[C@@H](C4)c4cccc(=O)n4C5)c(C)c3cc12	0.8	-1	1	-19	5	0	3	1	0.2
CC(=O)c1sc(NC(=O)c2ccccc2F)nc1C	-0.2	-2	-3	20	4	-1	-2	0	-0.1
O=C(NCc1ccc2c(c1)OCO2)c1cc([N+](=O)[O-])ccc1N1CCOCC1	/	-3	/	42	/	/	/	2	0.1
CNC(=S)N/N=C(\C)c1ccc2c(c1)OCCO2	1.5	1	-4	8	-9	-7	-8	0	0.4
C#CCOCCOCCOCCNc1nc(N2CCN(C(=O)[C@H](CCC(=O)O)n3cc([C@@H](N)CO)nn3)CC2)nc(N2CCN(C(=O)[C@H](CCC(=O)O)n3cc([C@@H](N)CCSC)nn3)CC2)n1	/	3	/	0	/	/	/	0	0.5
COc1cccc(/C=C/C(=O)OCC(=O)NC2CC2)c1OC	/	-1	/	19	/	/	/	0	-0.1
CCCCn1c(N)c(N(CCOC)C(=O)CCNC(=O)c2ccccc2Cl)c(=O)[nH]c1=O	-1.1	0	-11	-11	-1	-2	-5	1	0.8
Cn1ccnc1CN1CCN(C(=O)c2cc(COc3ccc(F)c(F)c3)on2)CC1	0.6	-3	2	3	9	4	1	0	0.3
Cc1ccc(S(=O)(=O)N2CCN(C(=O)COC(=O)COc3ccccc3)CC2)cc1	0.3	9	4	19	6	4	0	1	0.3
COc1ccc(C2CC3(O)NC(=O)C(C#N)(C3C)C2(C#N)C#N)cc1 (stereo not given)	-4.4	-3	-4	7	3	-3	3	0	-0.1
CS(=O)(=O)N1CCN(C(=O)c2ccncc2)CC1	0.5	3	1	-1	2	-9	2	0	-0.1
COc1cccc(F)c1C(C[N+](=O)[O-])c1c(N)n(C)c(=O)n(C)c1=O (stereo not given)	/	4	0	-11	0	-2	0	3	0.0
Cc1cc(C)n(-c2cc(Cl)ccc2[N+](=O)[O-])n1	0.7	4	5	4	2	0	1	2	0.0
Cc1c(OCC(=O)NCc2cccnc2)ccc2c3c(c(=O)oc12)CCCC3	3.1	4	1	11	7	0	-5	0	0.0
O=C(CN1CCN(S(=O)(=O)c2ccc(Cl)s2)CC1)N1CCCCC1	/	4	6	36	3	-3	/	1	-0.1
CS(=O)(=O)c1nc(S(=O)(=O)c2ccc(Cl)cc2)c(NCCCn2ccnc2)s1	2.1	-7	-11	10	-5	8	1	0	0.2
S=C(Nc1ccc2nc(-c3ccccn3)c(-c3ccccn3)nc2c1)N1CCCCCC1	-17	15	41*	-6	35*	-7	-7	0	0.9
Cc1cc(NC(=O)Cn2c(=O)oc3ccc(Cl)cc32)no1	1.6	-11	-1	7	3	3	6	0	-0.1
O=C(CSc1nnnn1-c1cccc(Cl)c1)Nc1ccc2c(c1)CCC2	1.0	1	4	19	3	2	1	2	-1.2
Cn1c(=O)c2c(nc(SCc3cccnc3)n2Cc2ccccc2)n(C)c1=O	-0.2	2	-7	-3	1	-10	-1	0	-0.1
CCOC(=O)Cn1c(COc2ccccc2OC)[n+](C)c2ccccc21	0.8	5	-5	-2	0	-1	0	0	-0.1
CN(C)c1nc(N(C)C)nc(N(C#N)CN2C(=O)c3ccccc3C2=O)n1	0.2	8	-4	7	0	5	-3	3	0.1
COc1cc(Cl)c(C)cc1NC(=O)c1ccc2c(SCC(=O)O)c3c(nc2c1)CCCC3	-3.8	-7	-4	-2	6	-23	-22	3	0.0
CCOC(=O)c1[nH]cnc1C(=O)Nc1ccccn1	-0.6	2	7	-11	10	-2	0	0	-0.1
Cc1cc(C)cc(NC(=O)C(=O)NCC2CCCN2S(=O)(=O)c2cccs2)c1 (stereo not given)	4.9	-1	4	9	2	2	-2	0	0.0
Cc1cccc(NC(=O)c2c(C)nn(-c3ccccc3)c2Cl)c1	-0.1	0	3	3	-2	6	-2	1	-0.1
Cc1cc(C(=O)CSc2ccccc2)cc(C)c1O	-2.8	-7	1	11	2	0	-3	5	-0.3
COc1ccccc1NS(=O)(=O)c1cccc(NC(=O)NC2CCCCC2)c1	0.3	4	0	19	-1	0	-5	1	0.4
CC(=O)NCCn1c(SCC(=O)c2ccccc2)nc2ccccc2c1=O	1.6	-5	-9	1	-8	-1	-3	5	0.7
CSc1ccccc1NC(=O)CN(C)CC(=O)Nc1ccccc1N1CCOCC1	3.6	2	-6	3	2	0	-4	0	0.1
O=[N+]([O-])c1ccc(N/N=C/c2cccc(O)c2O)cc1	-1.0	-13	-56	-19	-30	33*	19*	/	0.0
Cc1cc(C(=O)NC(=S)Nc2ccccc2N2CCCC2)ccc1[N+](=O)[O-]	0.8	8	7	/	4	6	4	3	0.1
COc1ccc(S(=O)(=O)N2CCOC2CNC(=O)C(=O)NCCc2ccccc2)cc1 (stereo not given)	2.4	2	3	-9	1	-5	1	2	0.2
COc1ccccc1N(Cc1ccccc1)S(=O)(=O)c1cccc(C(=O)Nc2ncccc2C)c1	0.8	6	3	-3	1	-1	3	0	-0.1
COC(=O)c1ccccc1NC(=O)COc1ccccc1[N+](=O)[O-]	-0.2	8	1	-3	5	-1	4	1	-0.1
O=C1CC(c2cccc(Cl)c2)C(n2cncn2)C(=O)C1C1NCCc2ccccc21 (stereo not given)	1.7	0	1	11	3	-3	-3	0	-0.1
(list continues)
SMILES	MEX-5 binding	GLD-1 TGE inh	MCL1-BIM inh	VLA-4 inh	Bcl-xL primary	PME-1 primary	Fam108B counter	GRK2 aptamer HTS	Efflux pump mplx
CN(Cc1cccs1)C(=O)CCCc1c[nH]c2ccccc12	-2.5	5	2	-33	3	-3	5	8	0.0
CSc1cnn(-c2ccccc2)c(=O)c1SC	-1.1	5	4	-11	0	4	0	0	-0.1
O=C(NC(=S)NCc1ccccc1)c1ccccc1F	0.1	2	0	-5	-1	3	-3	0	-0.1
COc1ccc(S(=O)(=O)NCc2cc(-c3ccccc3Cl)no2)cc1	-0.1	7	-6	5	-4	-1	-6	1	0.0
N#C/C(=C/c1ccc(F)cc1)C(N)=S	2.5	-5	14	-3	12	-3	-3	0	0.1
COc1cc(/C=C2/N=C(C3CCCCC3)OC2=O)cc(OC)c1OC	0.6	-6	1	9	3	1	-1	0	-0.1
CC(=O)OC(C)=O	/	-1	1	18	3	5	/	2	-0.1
CCOc1ccc(-n2ccnc2SCC(=O)N2CCCc3ccccc32)cc1	2.1	4	-5	0	-3	9	-1	1	-0.3
Cc1ccc(OCC(=O)n2nc(C)cc2C)c(Br)c1	1.1	-6	0	3	-1	-6	-2	1	0.0
O=C(Nc1cccnc1)/C(N=Nc1c(Cl)cccc1Cl)=C(\O)c1ccccc1	/	6	0	6	3	-4	-7	0	0.0
CCc1nnc(NC(=O)Cc2ccc(OC)c(OC)c2)s1	1.5	1	6	-3	-2	-1	2	2	0.1
CCn1nc(C)c(/C=N/NC(=O)c2c[nH]c3ccccc23)c1C	0.0	-1	-4	4	1	-4	-2	2	0.2
CC(C)NC(=O)C(=O)NCCCOC(C)C	1.6	6	1	0	1	-1	-2	1	0.1
C[C@H](CO)N1C[C@H](C)[C@@H](CN(C)Cc2ccc(C(=O)O)cc2)Oc2ccc(NS(C)(=O)=O)cc2C1=O	/	-4	/	2	/	/	/	0	0.1
O=C(NCc1nnc2c(C(F)(F)F)cc(Cl)cn12)c1cccs1	-0.7	1	0	10	1	-10	4	0	-0.2
COc1ccc(Cl)cc1C(=O)NNC(=O)c1cccc([N+](=O)[O-])c1	1.0	6	8	-2	9	-2	3	1	0.0
CN(CC(=O)Nc1ccc(F)cc1)C(=O)CSc1ccc2c(c1)OCCO2	/	-1	-1	14	-3	4	/	1	0.0
BrC(=C\c1ccccc1)/C=N/N1CCN(c2ccccn2)CC1	0.6	0	0	8	9	1	-1	0	-0.1
COc1ccc(-c2cc(C(=O)OCC(=O)N(C)C3CCS(=O)(=O)C3)c3ccccc3n2)cc1OC (stereo not given)	0.8	-4	-24	12	-35	3	-2	0	0.2
COc1ccccc1N1CCN(Cc2cc3c(cc2O)OCO3)CC1	-4.2	4	1	-9	7	-3	-1	0	-0.4
CC(C(=O)Nc1ccccn1)c1ccccc1 (stereo not given)	1.0	/	/	8	/	/	/	1	0.0
O=C(Nc1ccc(F)cc1)C1CC(=O)N(Cc2ccco2)C1 (stereo not given)	-0.9	1	3	-1	1	1	-1	5	0.1
CC(=O)N/N=C/C1=CCC2CC1C2(C)C (stereo not given)	-0.7	-3	4	-3	-1	-1	-2	11	0.1
CCOC(=O)NCc1ccc(S(=O)(=O)Nc2ccc(C)cc2)cc1	-1.0	-2	-1	17	4	-3	1	0	-0.1
Cc1nc2sc(-c3ccccc3)cc2c(=O)[nH]1	-7.7	0	-1	-35	-3	3	-5	1	0.0
CCn1nc(C)c(CNCc2cn[nH]c2-c2cc3ccccc3o2)c1C	3.4	1	-5	2	-1	0	1	1	-0.1
